# Apaf1 inhib – inhibitors of human Apaf-1 apoptosome, primary screen, biochemical, DEVD-Rh110 fluorescence, uHTS; Apoptotic protease-activating factor 1 (Homo sapiens), O14727; reconstituted apoptosome caspase-3 activity; inhibition, % at 20 µM; 330,000 tested, 0.71% active; active = inhibition of at least 40% at 20 µM;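 note: plate controls were DMSO wells for no effect and DEVD-CHO caspase inhibitor wells for full effect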
#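 Assay system – apoptosome proteins · Medium – Hepes buffer, pH 7.5 · Also added – cytochrome c with DEVD-Rh110 · Timing – 30 min compound preincubation, 50 min activation, room temperature · Detection – Rh110 fluorescence, excitation 480 nm, emission 540 nm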
# mIAP act – activators of mouse IAP, primary screen, biochemical, luminescence, uHTS; activation factor at 10 µM; 330,000 tested, 0.24% active; muIAP, CDP-Star luminescence, 30 min; active compounds read high; 1 = vehicle-only enzyme signal, 0 = enzyme-free wells;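 active = activation factor of at least 2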; note: the source names both 10 and 20 µM as test concentration; values of inactives mirror those of a sister screen read the other way
#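 also added = chemiluminescent substrate CDP-Star | test system = mouse IAP enzyme | signal = chemiluminescence readout | compound = DMSO-dissolved test compounds | incubation = 30 min at room temperature | benchmarks = DMSO wells, no-enzyme wells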
# mIAP inh – inhibitors of mouse IAP, primary screen, biochemical, luminescence, uHTS | purified mouse IAP, CDP-Star luminescence, 30 min | inhibition, % at 10 µM | 330,000 tested, 0.2% active;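 active = inhibition of at least 40% at 10 µM in the primary screen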;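 note: plate controls were DMSO with enzyme for no effect and no enzyme wells for full effect; values of inactives mirror those of a sister screen read the other way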
# ATG4B inhibitor – ATG4B protease inhibitors, primary screen, biochemical, fluorescence, uHTS; Cysteine protease ATG4B (Homo sapiens), Q9Y4P1; ATG4B cleavage of LC3-PLA2, NBD-HPC fluorescence, 1 h; inhibition, % at 8.33 µM; 340,000 tested, 0.51% active; AID 504462, 2011; in the data active = inhibition above about 40%
# Target sequence (Q9Y4P1 whole entry, looked up): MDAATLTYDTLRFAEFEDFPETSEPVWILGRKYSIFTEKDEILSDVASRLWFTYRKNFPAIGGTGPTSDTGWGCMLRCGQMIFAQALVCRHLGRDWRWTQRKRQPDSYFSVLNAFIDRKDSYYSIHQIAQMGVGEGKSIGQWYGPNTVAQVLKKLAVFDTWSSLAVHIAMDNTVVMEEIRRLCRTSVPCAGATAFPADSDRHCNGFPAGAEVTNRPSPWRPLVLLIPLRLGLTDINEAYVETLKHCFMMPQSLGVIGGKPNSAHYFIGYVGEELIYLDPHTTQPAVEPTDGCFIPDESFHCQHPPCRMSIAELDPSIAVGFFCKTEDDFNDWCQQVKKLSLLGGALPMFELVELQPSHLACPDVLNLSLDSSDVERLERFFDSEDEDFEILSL
# TIM10 inh – growth inhibitors of isogenic TIM10 control yeast, primary screen, counter-screen for tim10-1 yeast inhibitor project, luminescence, uHTS | S. cerevisiae TIM10 strain growth, BacTiter-Glo luminescence, 24 h | inhibition, % at 10 µM | 330,000 tested, 1.4% active;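 active = inhibition of 40% or more at the single tested concentration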;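 note: wild-type TIM10 isogenic control strain grown at permissive 25 °C; 0% = DMSO yeast wells and 100% = minimal medium wells without yeast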
# hIAP activ – human IAP activators, primary screen, biochemical, luminescence, uHTS; purified human IAP, CDP-Star luminescence, 30 min; active compounds read high; 1 = vehicle-only enzyme, 0 = enzyme-free background; 330,000 tested, 0.16% active; AID 2524, 2010; activation factor at 10 µM;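 active = activation factor of the enzyme at least 2-fold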; note: the source names both 10 and 20 µM as test concentration; values of inactives mirror those of a sister screen read the other way
# Target sequence (P09923 whole entry, looked up): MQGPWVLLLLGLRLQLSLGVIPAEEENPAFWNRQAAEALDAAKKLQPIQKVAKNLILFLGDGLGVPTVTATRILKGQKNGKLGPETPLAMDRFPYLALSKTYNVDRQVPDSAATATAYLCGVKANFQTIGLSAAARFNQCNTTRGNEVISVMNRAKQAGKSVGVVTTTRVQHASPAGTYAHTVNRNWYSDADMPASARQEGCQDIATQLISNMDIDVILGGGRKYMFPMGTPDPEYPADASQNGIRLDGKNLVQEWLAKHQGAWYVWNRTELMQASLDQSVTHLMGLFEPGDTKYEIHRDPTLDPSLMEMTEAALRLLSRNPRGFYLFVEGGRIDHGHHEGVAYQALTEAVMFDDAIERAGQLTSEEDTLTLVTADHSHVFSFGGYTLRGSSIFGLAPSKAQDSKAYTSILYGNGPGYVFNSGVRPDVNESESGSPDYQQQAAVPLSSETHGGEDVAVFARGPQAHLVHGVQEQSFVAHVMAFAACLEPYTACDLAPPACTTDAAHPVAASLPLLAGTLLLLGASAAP
# NLRP3 yeast inh – NALP3 inflammasome inhibitors in reconstituted yeast, primary screen, luminescence, uHTS | AID 2825, 2010 | Yeast reconstituted NLRP3/ASC/caspase-1, beta-gal luminescence, 24 h | 330,000 tested, 0.39% active | inhibition, % at 10 µM;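 active = inhibition of 50% or more; inactive = inhibition below 50%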;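 note: plate controls were induced DMSO wells for no effect and uninduced yeast grown without galactose for full effect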
# hIAP block – human IAP inhibitors, primary screen, biochemical, luminescence, uHTS. Intestinal-type alkaline phosphatase (Homo sapiens), P09923. AID 2544, 2010. inhibition, % at 10 µM. purified IAP, CDP-Star luminescence, 30 min. 330,000 tested, 0.12% active;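 active = inhibition reaching a set limit with compound at 10 µM in the primary screen, cut at about 35% in these data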;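 note: plate controls were DMSO wells with enzyme for no effect and no-enzyme buffer wells for full effect; values of inactives mirror those of a sister screen read the other way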
# tim10-1 inh – growth inhibitors of tim10-1 mutant yeast, primary screen, luminescence, uHTS. AID 463190, 2010. inhibition, % at 20 µM. 330,000 tested, 2.2% active. S. cerevisiae tim10-1 ts strain growth, BacTiter-Glo, 24 h;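 active = inhibition of at least 40%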;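 note: mutant grown at 25 °C; 0% = DMSO wells with yeast and 100% = wells holding no yeast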
# Starred values were filed as active, the others as inactive.
SMILES,Apaf1 inhib,mIAP act,mIAP inh,ATG4B inhibitor,TIM10 inh,hIAP activ,NLRP3 yeast inh,hIAP block,tim10-1 inh
O=C(CCNC(=O)c1ccc([N+](=O)[O-])cc1)NNC(=O)c1ccccc1F,7,1,-4,8,-1,1.2,26,-23,2
C=CCSc1nnc2c(n1)OC(c1ccccn1)N(C(C)=O)c1ccccc1-2 (centres undefined),3,0.97,3,-3,-1,0.86,-2,14,7
COc1ccc(OC)c(NC(=O)C2C3C=CC(C3)C2C(=O)NCc2ccccn2)c1 (centres undefined),3,1,-4,4,-23,1.3,-3,-26,12
Cc1cc(C)n(C(=O)COc2ccc(Cl)cc2Cl)n1,-4,1.1,-5,-10,3,0.95,22,5,14
O=C(Nc1ccc(S(=O)(=O)Nc2ncccn2)cc1)c1ccc2ncsc2c1,-16,0.98,2,0,13,0.93,10,7,-10
COc1ccc(NC(=O)COC(=O)C23CCC(=O)N2c2ccccc2S3)cc1 (centres undefined),3,1.1,-14,-3,-7,1,1,-5,3
CCCCCOc1ccc(CSCCNC(=S)Nc2ccccc2)cc1,14,2.5*,-147,3,23,1.7,23,-69,5
Cc1c(NC(=O)C(C)Oc2ccc(Br)cc2Cl)c(=O)n(-c2ccccc2)n1C (centres undefined),5,0.99,0,6,10,0.86,26,14,16
Cc1cc(C)n2nc(SCC(=O)Nc3ccc(F)cc3[N+](=O)[O-])nc2n1,2,1.2,-15,-2,17,1.1,14,-6,8
COc1cccc(NC(=O)COc2ccc(Br)c(C)c2)c1,12,1.2,-23,3,0,0.81,49,19,5
Cc1ccc(S(=O)(=O)CC2CSc3nnc(C)c(=O)n32)cc1 (centres undefined),-2,1,-5,-8,10,1,-7,0,3
Cc1cccc(NS(=O)(=O)c2ccc3oc(=O)ccc3c2)c1C,3,1.1,-7,2,30,1.3,15,-29,22

# Results in mIAP act, NLRP3 yeast inh and mIAP inh (6 entries from above):
SMILES,mIAP act,NLRP3 yeast inh,mIAP inh
CCCCCOc1ccc(CSCCNC(=S)Nc2ccccc2)cc1,2.5*,23,-147
Cc1c(NC(=O)C(C)Oc2ccc(Br)cc2Cl)c(=O)n(-c2ccccc2)n1C (centres undefined),0.99,26,0
Cc1cc(C)n2nc(SCC(=O)Nc3ccc(F)cc3[N+](=O)[O-])nc2n1,1.2,14,-15
COc1cccc(NC(=O)COc2ccc(Br)c(C)c2)c1,1.2,49,-23
Cc1ccc(S(=O)(=O)CC2CSc3nnc(C)c(=O)n32)cc1 (centres undefined),1,-7,-5
Cc1cccc(NS(=O)(=O)c2ccc3oc(=O)ccc3c2)c1C,1.1,15,-7

# (listing goes on)
SMILES,Apaf1 inhib,mIAP act,mIAP inh,ATG4B inhibitor,TIM10 inh,hIAP activ,NLRP3 yeast inh,hIAP block,tim10-1 inh
O=C(NCc1ccc2c(c1)OCO2)C1CCC(CNS(=O)(=O)c2ccccc2)CC1 (centres undefined),12,0.97,3,-3,6,1,7,-4,1
Cc1ccc(C(C)n2cc(C(=O)NCCN3CCN(C)CC3)nn2)cc1 (centres undefined),7,1.1,-11,-10,-6,1,2,-3,1
CCOc1ccc(C/C(O)=C2\C(=O)CC(C)(C)CC2=NCC(=O)O)cc1OCC,2,1.1,-8,-10,10,1.1,-3,-7,6
CCOC(=O)c1c(NC(=O)c2cccs2)sc(C)c1C,3,0.98,2,2,3,1,-4,-2,-5
CCN(CC)CCN1C(=O)C(=O)/C(=C(/O)c2c(C)[nH]c(C(=O)OC)c2C)C1c1cccc(OC)c1 (centres undefined),7,0.98,2,2,-1,1,-4,-3,14
O=C(CNc1cccc([N+](=O)[O-])c1)NC(=O)NC1CCCCC1,20,1,-4,6,3,1.2,-4,-15,-9
O=C(NC(=S)Nc1ccccc1Cl)c1csnn1,-7,0.87,13,-5,19,0.95,-16,5,10
CCOc1ccc(N(CC(=O)NC2CCCCC2)C(=O)CNC(=O)c2cccs2)cc1,11,0.94,6,-2,8,1,2,-4,-1
O=C(COC(=O)c1cc(=O)[nH]c2ccccc12)NC1CCCCC1,8,1,0,-20,7,1,6,-5,16
Cn1c(Cc2csc(N)n2)nnc1SCC(=O)NC1CCCCC1,-1,0.83,16,-4,-17,1,16,-1,1
COc1ccc(Cl)cc1NC(=O)COC(=O)CCc1cc(OC)c(OC)c(OC)c1,19,1,-4,-3,28,0.88,16,12,12
CC(C)CNC(=S)NNC(=O)c1ccccc1OC(F)F,-7,1,-4,0,1,1,25,-3,12
CNC(=O)Nc1cc(NC(=O)NC)cc(C(F)(F)F)c1,-8,1.1,-10,-2,-21,0.91,24,9,-30
CCc1cccc(CC)c1NC(=O)c1ccccc1CCc1ccccc1,-10,1.1,-7,3,17,1.1,21,-5,17
COc1cccc(S(=O)(=O)Nc2cccnc2)c1,-3,1,-1,11,-15,0.93,-1,8,-6
CCOC(=O)c1c(C)[nH]c(C(=O)CN2C(=O)C(=O)N(CC(C)C)C2=O)c1C,-3,0.93,8,0,10,1.1,6,-13,2
Cc1cc(C)c2nc(SC3CCOC3=O)cc(C)c2c1 (centres undefined),-6,0.89,11,-29,5,0.96,13,4,24
FC(F)(F)c1cccc(Sc2cc(C(F)(F)F)nc(-c3ccccn3)n2)c1,22,0.99,1,-3,25,1.2,22,-18,28
Cn1cnnc1SCC(=O)NCc1cccc(C(F)(F)F)c1,-10,0.97,3,-3,9,0.91,-7,9,12
Cc1ccc(-c2nnn(CC(=O)N(c3cccc(F)c3)C(C(=O)NC3CCCC3)c3ccco3)n2)o1 (centres undefined),-9,1,0,0,-26,0.98,3,2,15
COc1ccc(S(=O)(=O)N2CCC(C(=O)NCc3cccs3)CC2)cc1,-26,1,-2,7,14,0.89,15,11,17
C[C@H](CO)N1C[C@H](C)[C@@H](CN(C)Cc2ccc(C(=O)O)cc2)Oc2c(NS(=O)(=O)c3ccccc3)cccc2C1=O,9,1,-5,3,3,0.85,7,15,-14
CCN(CC(=O)NCCCN1CCOCC1)S(=O)(=O)c1ccc(F)cc1,3,1.1,-5,-2,6,0.93,6,8,-4
Brc1ccc2[nH]c3c(NCc4ccccn4)ncnc3c2c1,7,1.2,-22,17,3,1.2,20,-23,-15
C/C(Cc1ccccc1)=N\NC(=O)CNC(=O)c1ccccc1Br,-21,0.97,3,-11,-13,1.1,3,-11,0
O=C1CCCCCN1C(=O)c1ccc(C(=O)N2CCCCCC2=O)cc1,-6,1.1,-6,-10,-10,1,-2,-2,-8
COc1ccc(Cc2nc3ccc(C(=O)N4CCCN(C=O)CC4)cc3o2)cc1,4,0.96,4,-10,14,1.2,4,-22,1
CCCCNC(=O)/C=C/c1ccc(S(=O)(=O)Nc2ccc(OC)cc2)cc1,7,1.1,-15,-2,8,1.1,10,-7,-2
CN(C)CCSc1nc(-c2ccccc2)nc2c1COC(C)(C)C2,-3,0.95,5,-4,1,0.86,9,14,14
CCOC(=O)C1CCN(Cc2coc3ccc(Cl)cc3c2=O)CC1,0,0.93,7,1,9,1.1,14,-7,-10
CC(C)NC(=O)C(=O)NCCN1CCN(S(=O)(=O)c2ccc(Cl)cc2)CC1,-9,0.98,2,0,1,1.1,15,-5,3
COc1ccc2cnn(Cc3ccccc3)c(=O)c2c1OC,-1,1,-2,-4,3,1.2,1,-17,14
Nc1nc(N2CCOCC2)nc2ccccc12,-5,1,-3,-9,2,0.99,0,1,9
O=C(O)CCC(=O)Nc1ccc(Br)cc1C(=O)c1ccccc1Cl,-13,1.1,-6,-5,2,1,-7,-1,-5
Cc1ccc(S(=O)(=O)N(Cc2cccc(Cl)c2)C(=O)N2CCN(C)CC2)cc1,4,0.99,1,-5,-3,1.1,7,-12,-2
COc1cc2sc(-c3ccc(S(C)(=O)=O)cc3)c(-c3ccc4c(c3)OCO4)c2cc1OC,19,1.1,-9,-7,29,1,11,-4,26
Cc1cc(C(=O)OCC(=O)Nc2nccs2)c2ccccc2n1,-11,0.93,7,3,2,1,10,-3,-5
COc1ccc(NC(NC(=O)c2ccc(OC)cc2)C(Cl)(Cl)Cl)cc1 (centres undefined),10,1.2,-19,4,42*,1.1,-2,-12,33
CCOc1ccc(C(=O)Nc2c3c(nn2-c2ccc(F)cc2)CS(=O)C3)cc1 (centres undefined),-7,0.68,32,-5,2,0.98,-1,2,0
O=C(NCc1ccccc1)/C(=C\c1ccc([N+](=O)[O-])cc1)NC(=O)c1ccco1,-2,0.99,1,3,0,1.1,16,-10,2
CCN1CCCC(CO)(Cc2ccccc2)C1 (centres undefined),0,0.95,5,3,8,0.95,-12,5,-6
Cc1cccc(Cn2c(=O)oc3ccc(C)cc32)c1,5,0.9,10,-1,12,0.95,-2,5,16
CCc1nnc(NC(=O)CSc2nc3ccccc3c(=O)n2CCCOC)s1,-21,0.9,10,-11,10,0.9,6,10,21
O=C1CC(c2ccc(F)cc2)SC(N(c2ccccc2)c2ccccc2)=N1 (centres undefined),7,1.1,-5,2,8,1.1,17,-7,22
Cc1n[nH]c(=S)n1/N=C/c1ccccc1,-17,1.1,-6,-8,4,0.99,-1,1,25
CC(C)n1ncc2c(C(=O)N3CCN(c4ccccc4)CC3)cc(-c3ccccc3)nc21,18,1,0,4,12,0.94,24,6,17
CCN(CC(=O)NCc1ccc(F)cc1)C(=O)Cc1c(F)cccc1Cl,10,1,-5,-11,16,1,-1,-3,-22
O=C(C1CCCCC1)N1CCN(c2nc(-c3ccc(F)cc3)cs2)CC1,14,0.92,8,-5,-2,1.1,18,-6,10
N#Cc1c(NC(=O)Cn2c(=O)oc3ccccc32)oc(-c2ccccc2)c1-c1ccccc1,12,0.89,11,50*,0,0.91,7,9,4
CCc1noc(C)c1C(=O)Nc1nc(-c2ccc(Cl)cc2Cl)c(C)s1,19,1.1,-9,21,-2,1.2,11,-20,20
O=Cc1cccc(Oc2ncccn2)c1,0,0.97,2,-27,8,1,-1,-1,-8
O=C(COC(=O)CCc1ccc(S(=O)(=O)N2CCOCC2)cc1)Nc1cccc(Cl)c1,-6,1.1,-13,-10,9,1,15,0,5
O=c1c2ccccc2oc2ncccc12,-2,0.86,14,2,6,0.95,12,5,-7
Cc1ccsc1C(=O)NNC(=O)c1csc(N2CCOCC2)n1,-3,0.86,14,-5,-2,1.3,7,-29,-17
Cc1nnsc1C(=O)NC(C)C12CC3CC(CC(C3)C1)C2 (centres undefined),-3,1.1,-7,-5,19,1.1,17,-11,22
CN(C)c1ccc(-c2cc(O)c3ncccc3c2)cc1,-4,1.2,-23,-1,-8,1.3,22,-33,19
COc1cccc(Nc2nc3ccccc3n3nnnc23)c1,20,0.94,6,-13,31,1.1,-6,-6,24
CSc1nccc(Oc2cncc(Cl)c2)n1,4,1,0,-9,1,0.95,13,5,18
CC1=CC2(O)OCCN(CCO)C2=CC1=O (centres undefined),-17,0.98,2,2,0,1.2,14,-20,-6

# Some values from the list:
# CSc1nccc(Oc2cncc(Cl)c2)n1 – TIM10 inh: 1
# O=Cc1cccc(Oc2ncccn2)c1 – Apaf1 inhib: 0

# Assay outcomes: PubChem, Sanford-Burnham Center for Chemical Genomics
